# Ecoli viability – reduces bacterial viability in AddAB counter-screen; inhibition, % at 11.9 µM; 330,000 compounds, 0.27% hits; E. coli V3065 growth, OD600 absorbance, 18 h;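 active = inhibition above the campaign's mean inhibition across all tested compounds plus 3 SD, cut at about 9.9% in these data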;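 also: uninfected addAB+ strain grown without phage in ampicillin broth; 0% = DMSO wells and 100% = ciprofloxacin 0.95 µg/ml wells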
# AddAB inh – less growth of phage-infected E. coli with AddAB. E. coli expressing H. pylori AddAB, absorbance growth. inhibition, % at 11.9 µM. 330,000 compounds, 0.29% hits. AID 435030; in the data active = inhibition above about 12%;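 also: 0% = vehicle wells of infected cells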
# CAL PDZ FP-1 – CAL PDZ (human) peptide binding inhibition; Q9HD26; 300,000 compounds, 0.92% hits; purified CAL PDZ, TMR-peptide fluorescence polarization, 1 h; AID 602252; inhibition, % at 24.9 µM;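 active = mean inhibition of at least 30% with at least half of replicates also reaching 30%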;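 also: 0% = DMSO neutral control and 100% = excess unlabeled competitor peptide PRC23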
# phage Ecoli inh – E. coli growth loss with phage present. growth absorbance. 360,000 compounds, 0.26% hits. inhibition, % at 11.9 µM; in the data active = inhibition above about 11%
# SR-BI DiI-HDL act – activators of SR-BI mediated HDL lipid uptake; CHO ldlA[mSR-BI] cells, DiI-HDL uptake fluorescence, 3 h; 100 = double the neutral-control signal; activation, % at 12.5 µM; 320,000 compounds, 0.096% hits; AID 504775;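 active = mean replicate activation of at least 60% and every replicate at or above 60%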;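 also: 0% = median plate neutral-control signal and 100% = twice that signal; values of inactives mirror those of a sister screen read the other way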
#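 Test system: SR-BI-overexpressing, LDLR-lacking CHO cells; Also added: labelled HDL, 10 µg/mL; Measured by: bottom-read cell fluorescence after medium removal, ex 550/em 595 nm; Timing: 3 h uptake period with compound, 37 °C; Buffer or medium: F12, 0.5% BSA, 25 mM HEPES; Doses: single compound concentration, delivered by pin transfer.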
# SR-BI DiI inh – blocks mouse SR-BI lipid uptake from DiI-HDL; Q61009; ldlA[mSR-BI] CHO cells, DiI-HDL uptake fluorescence, 3 h; inhibition, % at 12.5 µM; 320,000 compounds, 0.96% hits;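 active = mean replicate inhibition of at least 70% and a set share of replicates each scoring 70 or more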;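 also: 0% = median of neutral control wells and 100% = median of positive control wells; values of inactives mirror those of a sister screen read the other way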
# Target sequence (Q61009 whole entry, looked up): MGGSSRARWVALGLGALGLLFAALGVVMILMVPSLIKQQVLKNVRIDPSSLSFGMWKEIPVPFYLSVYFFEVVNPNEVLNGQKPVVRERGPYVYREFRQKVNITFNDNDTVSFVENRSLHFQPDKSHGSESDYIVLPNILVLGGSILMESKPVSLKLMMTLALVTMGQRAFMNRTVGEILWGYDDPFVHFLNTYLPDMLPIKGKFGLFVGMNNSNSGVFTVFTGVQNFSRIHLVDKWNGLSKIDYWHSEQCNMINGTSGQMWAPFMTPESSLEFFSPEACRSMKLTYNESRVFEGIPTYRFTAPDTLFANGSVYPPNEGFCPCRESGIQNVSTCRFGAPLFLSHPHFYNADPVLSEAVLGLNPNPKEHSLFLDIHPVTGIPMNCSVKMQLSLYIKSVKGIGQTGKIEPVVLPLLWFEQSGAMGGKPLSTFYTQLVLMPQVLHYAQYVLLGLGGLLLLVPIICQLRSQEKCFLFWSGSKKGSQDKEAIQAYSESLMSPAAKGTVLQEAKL
# Tat transport – blocks Tat-dependent protein export in E. coli. 340,000 compounds, 0.036% hits. E. coli MC4100 TorA-mCherry Tat export, fluorescence. inhibition, % at 10 µM;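 active = mean replicate inhibition at least 50% and at least half of replicates individually reaching 50%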;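 also: exported cargo escapes ClpAP degradation while cytoplasmic cargo is degraded and loses fluorescence; 0% = median of neutral control wells and 100% = median of NaSCN control wells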
# Wnt act – Wnt/beta-catenin pathway activation | Wnt/beta-catenin reporter cell assay, activator, plate reader | AID 743398 | 300,000 compounds, 1.2% hits | activation, % at 9.35 µM; in the data active = activation above about 30%, passing the limit was not always enough;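 also: 0% = neutral control wells and 100% = positive control wells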
# CAL PDZ FP-2 – inhibitors of human CAL PDZ peptide binding | purified CAL PDZ, TMR-peptide fluorescence polarization, 1 h | AID 504414 | inhibition, % at 20 µM | Q9HD26 | 330,000 compounds, 0.02% hits;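 active = highest replicate inhibition of at least 40%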;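 also: plate controls were DMSO neutral control wells for no effect and unlabeled competitor peptide control wells for full effect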
#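 Material – purified CerCALP PDZ construct · Detection – FP readout, S and P plane fluorescence · Measure – percent inhibition from loss of millipolarization · Controls – unlabelled peptide for full inhibition, DMSO wells as neutral · Probe or stimulus – TMR-labelled reporter peptide T*-PRC34 bound in PDZ groove · Times – 1 h at RT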
# MITF TRPM1 HTS – increases MITF-driven TRPM1 promoter luciferase signal | SK-MEL-5 TRPM1-promoter luciferase, 24 h; % of positive control, neutral wells = 0 | activation, % at 12.5 µM | 300,000 compounds, 0.75% hits | AID 588334;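 active = mean activation of at least 80% with every replicate also reaching 80%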;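 also: 0% = neutral control wells and 100% = parthenolide positive control wells; values of inactives mirror those of a sister screen read the other way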
# Numbers without * were called inactive; nt = no result given.
nr	structure	Ecoli viability	AddAB inh	CAL PDZ FP-1	phage Ecoli inh	SR-BI DiI-HDL act
1	COCCC(=O)N1CCC(Oc2ccc(C(=O)NC3CCOC(C)(C)C3)cc2)CC1 (stereo not drawn)	0.8	3.0	-3	0.0	-7
2	Cn1nnnc1SCC(=O)NNC(=O)c1ccc(Br)cc1	-1.1	-1.6	2	0.8	4
3	COc1ccc2oc(=O)c(C(=O)Nc3cccc(C)c3)cc2c1	2.0	-0.3	6	5.8	-65
4	Cc1ccc(S(=O)(=O)NNC(=O)c2sc(=S)n(C)c2C)cc1	2.1	0.9	0	2.9	17
5	Cc1ccccc1N1CCN(Cc2nc(Cc3ccccc3F)no2)CC1	0.4	2.8	0	1.7	nt
6	COc1ccc(NC(=O)/C(=C\c2ccc(F)cc2)NC(=O)c2ccco2)cc1	0.9	-1.4	-11	1.2	8
7	CC(Cc1ccccc1)NC(=O)CCCN1C(=O)c2ccccc2C1=O (stereo not drawn)	-2.7	-2.9	0	1.6	-10
8	COc1ccccc1NC(=S)NCc1cccs1	-1.2	2.7	-16	2.7	3
9	O=C(Nc1cccnc1)c1cc([N+](=O)[O-])ccc1Cl	-0.5	1.4	-3	3.6	17
10	CN(C)CCNC(=O)Cn1ccc2cc(S(=O)(=O)N3CCCCC3)ccc21	1.3	-1.5	-5	0.0	6

nr	SR-BI DiI inh	Tat transport	Wnt act	CAL PDZ FP-2	MITF TRPM1 HTS
1	7	-1	1	-0.7	-4
2	-4	5	-2	-0.8	5
3	65	3	17	-2.6	72
4	-17	7	-1	-1.6	-6
5	nt	13	4	-2.2	6
6	-8	-3	-3	-0.7	-8
7	10	-5	1	0.5	7
8	-3	-9	nt	-0.1	5
9	-17	1	3	-1.9	nt
10	-6	-10	-2	-2.4	-1

# Further records follow.
nr	structure	Ecoli viability	AddAB inh	CAL PDZ FP-1	phage Ecoli inh	SR-BI DiI-HDL act
11	Cc1ccc(-c2nc(SCC(=O)c3c(N)n(C)c(=O)n(C)c3=O)n[nH]2)cc1	0.5	5.9	nt	2.8	23
12	CCc1cccc(NC(=O)CC2SC(N3CCCC3)=NC2=O)c1 (stereo not drawn)	0.2	0.0	-3	0.9	2
13	CC1CCC(NC(=O)CCS(=O)(=O)c2ccc3c(c2)oc(=O)n3C)CC1 (stereo not drawn)	-0.1	1.9	1	-0.7	7
14	CCOC(=O)c1cnc2c(OC)cccc2c1Nc1ccc2c(c1)OCCO2	-0.5	2.5	-2	3.0	0
15	COc1ccc(N2CCN(C(=O)c3oc4ccccc4c3NC(=O)Cc3cccc(OC)c3)CC2)cc1	0.0	1.5	4	-0.9	-42
16	CCN(C(=O)COc1ncnc2scc(-c3ccc(F)cc3)c12)C1CCS(=O)(=O)C1 (stereo not drawn)	-1.6	-2.5	-5	3.0	8
17	Cc1cc(C)c2[nH]c(=O)c(CN(CC3CCCO3)S(=O)(=O)c3ccc4c(c3)OCCO4)cc2c1 (stereo not drawn)	0.5	0.3	nt	1.9	11
18	CN1CCN(Cc2nc3c(c(=O)n(C)c(=O)n3C)n2CCCc2ccccc2)CC1	-2.4	-3.8	-1	2.2	26
19	Cc1cc(=O)[nH]c(SC/C=C/c2ccccc2)n1	-0.7	3.2	nt	0.8	15
20	CCCCOc1ccc(Cc2cnc(N)nc2N)cc1	12*	14*	nt	10.0	3

nr	SR-BI DiI inh	Tat transport	Wnt act	CAL PDZ FP-2	MITF TRPM1 HTS
11	-23	-10	-1	-0.5	-6
12	-2	13	1	-2.1	-19
13	-7	2	-1	-2.7	1
14	0	-7	nt	0.4	-20
15	42	10	-4	-0.3	12
16	-8	-6	nt	-2.0	-1
17	-11	12	nt	-2.6	-7
18	-26	4	-6	-0.2	-7
19	-15	-6	nt	-2.5	-8
20	-3	-16	5	-1.5	nt

# In a second layout: 2 of the compounds above.
# Each structure is followed by: Ecoli viability, AddAB inh, CAL PDZ FP-1, phage Ecoli inh, SR-BI DiI-HDL act, SR-BI DiI inh, Tat transport, Wnt act, CAL PDZ FP-2, MITF TRPM1 HTS
14. CCOC(=O)c1cnc2c(OC)cccc2c1Nc1ccc2c(c1)OCCO2
 : -0.5, 2.5, -2, 3.0, 0, 0, -7, nt, 0.4, -20
15. COc1ccc(N2CCN(C(=O)c3oc4ccccc4c3NC(=O)Cc3cccc(OC)c3)CC2)cc1
 : 0.0, 1.5, 4, -0.9, -42, 42, 10, -4, -0.3, 12

# Some of the entries above, reformatted.
# The line under a structure holds: Ecoli viability	AddAB inh	CAL PDZ FP-1	phage Ecoli inh	SR-BI DiI-HDL act	SR-BI DiI inh	Tat transport	Wnt act	CAL PDZ FP-2	MITF TRPM1 HTS
1	COCCC(=O)N1CCC(Oc2ccc(C(=O)NC3CCOC(C)(C)C3)cc2)CC1 (stereo not drawn)
  0.8	3.0	-3	0.0	-7	7	-1	1	-0.7	-4
20	CCCCOc1ccc(Cc2cnc(N)nc2N)cc1
  12*	14*	nt	10.0	3	-3	-16	5	-1.5	nt
19	Cc1cc(=O)[nH]c(SC/C=C/c2ccccc2)n1
  -0.7	3.2	nt	0.8	15	-15	-6	nt	-2.5	-8
7	CC(Cc1ccccc1)NC(=O)CCCN1C(=O)c2ccccc2C1=O (stereo not drawn)
  -2.7	-2.9	0	1.6	-10	10	-5	1	0.5	7
3	COc1ccc2oc(=O)c(C(=O)Nc3cccc(C)c3)cc2c1
  2.0	-0.3	6	5.8	-65	65	3	17	-2.6	72

# Later entries
nr	structure	Ecoli viability	AddAB inh	CAL PDZ FP-1	phage Ecoli inh	SR-BI DiI-HDL act
21	Cc1ccc2cc(CCNC(=O)C3CCCC3)c(=O)[nH]c2c1	1.4	1.8	-4	1.6	4
22	CCc1nonc1NC(=O)c1oc2ccc(Br)cc2c1C	0.3	3.9	-2	0.2	14
23	Cc1ccc(OCCn2cc(/C=C/C(=O)O)c3ccccc32)cc1	nt	nt	-2	0.9	21
24	CC(C)CC(NC(=O)c1ccc(Cl)cc1)C(=O)OCc1cc([N+](=O)[O-])cc2c1OCOC2 (stereo not drawn)	1.4	2.8	-3	-0.1	-6
25	O=S(=O)(NCc1cccnc1)c1ccc(Cl)c2ccccc12	1.3	4.2	1	1.2	nt
26	COc1ccc(CCNC(=O)CS(=O)Cc2nc(-c3cccs3)oc2C)cc1OC (stereo not drawn)	0.6	0.9	-2	0.3	-5
27	CC(=O)N(C)c1ccc(OCC(O)COc2ccc(N(C)C(C)=O)cc2)cc1	-0.5	-0.2	0	0.8	-1
28	COc1cc([C@H](Cc2ccccc2)NC(C)=O)oc(=O)c1	1.2	6.4	-1	2.0	18
29	C#CCNC(=O)C1=C[C@@H](c2ccc(C(F)(F)F)cc2)[C@H](CCCO)[C@@H](OCC)O1	-2.5	1.2	-1	-0.1	-17
30	COCCN(C(=O)CCC(=O)Nc1ccccn1)C(C(=O)NCCC(C)C)c1ccc(C)cc1 (stereo not drawn)	0.9	3.5	-3	1.2	nt

nr	SR-BI DiI inh	Tat transport	Wnt act	CAL PDZ FP-2	MITF TRPM1 HTS
21	-4	10	-1	-0.5	nt
22	-14	-1	3	-2.6	25
23	-21	0	-3	0.1	2
24	6	-6	nt	-3.0	3
25	nt	-2	-2	-0.2	8
26	5	-11	-5	-0.4	nt
27	1	-5	nt	-2.2	6
28	-18	0	-1	-0.2	-4
29	17	8	-2	-0.3	6
30	nt	-7	16	-2.8	nt

# Other entries
nr	structure	Ecoli viability	AddAB inh	CAL PDZ FP-1	phage Ecoli inh	SR-BI DiI-HDL act
31	CC(CO)Nc1nc(SCc2ccccc2)nc2sc3c(c12)CCC3 (stereo not drawn)	1.4	-0.2	4	1.2	-14
32	COc1cc(C(=O)NC2CCN(CC(=O)NC3CCCCC3)CC2)cc(OC)c1OC	-3.1	0.8	nt	0.9	nt
33	Cc1noc(NS(=O)(=O)c2ccc(NC(=O)CSc3nc4ccccc4[nH]3)cc2)c1C	0.2	-1.6	-2	0.8	-13
34	O=c1oc2ccccc2c(O)c1/C=N/c1ncccn1	-2.3	1.6	-7	0.1	-5
35	CC(=O)c1ccc(S(=O)(=O)NC2CCCCCCC2)cc1	0.3	1.5	-2	3.2	-10
36	Cn1c(=O)c2c(nc(N/N=C/c3cccs3)n2C)n(C)c1=O	-0.8	0.2	nt	-0.4	16
37	CCn1c2ccccc2c2cc(NC(=O)CN(C)CC(=O)Nc3ccc(N4CCOCC4)cc3)ccc21	-0.8	-1.9	-2	1.3	-67
38	CC1(C)O[C@@H](CC(=O)O)[C@]23CO[C@H](C(=O)[C@]4(C)C2CC[C@@]2(C)[C@H](c5ccoc5)OC(=O)C5O[C@]524)[C@@H]13 (stereo partly drawn)	-0.1	2.8	0	2.6	14
39	Cc1csc(SCC(=O)c2ccc(S(=O)(=O)N3CCOCC3)cc2)n1	0.7	-0.2	-2	1.8	-14
40	C(=N\Nc1nc2ccccc2[nH]1)/c1ccc2c(c1)OCO2	nt	nt	nt	0.9	-5

nr	SR-BI DiI inh	Tat transport	Wnt act	CAL PDZ FP-2	MITF TRPM1 HTS
31	14	7	6	-0.7	nt
32	nt	11	-2	-0.8	2
33	13	4	-1	-0.6	-10
34	5	-1	-14	-1.8	-11
35	10	5	1	-2.9	21
36	-16	0	9	-0.3	nt
37	67	4	-2	-2.0	-7
38	-14	1	0	1.0	12
39	14	-3	-3	nt	nt
40	5	6	-2	-0.8	116*

# (further entries)
nr	structure	Ecoli viability	AddAB inh	CAL PDZ FP-1	phage Ecoli inh	SR-BI DiI-HDL act
41	CCOCC(=O)Nc1cc(C(=O)Nc2ccccc2)ccc1Cl	-0.4	3.0	-1	1.7	-1
42	Cc1cc(-c2n[nH]c(=S)n2/N=C/C(Br)=C/c2ccccc2)n[nH]1	5.0	6.4	-1	5.0	17
43	O=C(O)CCC(=O)NC1CCCCCCC1	-0.3	2.9	0	0.5	4
44	O=C(NCc1ccccn1)c1cccc(NS(=O)(=O)c2ccccc2)c1	-2.0	-1.0	-2	1.9	5
45	COc1cccc(C2N(c3ccc(Cl)cc3)C(=O)C3CCCN32)c1 (stereo not drawn)	-0.3	3.1	0	3.5	-9
46	Cc1ccc(C(=O)NCCC2=CCCCC2)cc1S(=O)(=O)N1CCOCC1	-0.9	3.4	0	-0.6	-38
47	O=c1[nH]c2ccccc2c(O)c1-c1cc2ccccc2oc1=O	-0.6	-0.8	nt	4.0	nt
48	O=C(Nc1ccccc1)Nc1ccccc1C(=O)NCc1ccco1	0.2	2.0	1	2.6	26
49	COC(=O)COc1cccc(NC(=O)C(c2ccccc2)c2ccccc2)c1	-0.2	1.2	-3	2.7	-28

nr	SR-BI DiI inh	Tat transport	Wnt act	CAL PDZ FP-2	MITF TRPM1 HTS
41	1	-5	11	-0.3	27
42	-17	-4	24	-3.2	-68
43	-4	-2	6	0.1	nt
44	-5	20	1	-1.8	-3
45	9	-5	5	0.1	4
46	38	1	2	-2.1	25
47	nt	nt	-3	nt	nt
48	-26	3	nt	-2.7	7
49	28	-7	0	0.2	nt

# High-throughput results as filed in PubChem BioAssay.
